# CHT PAM: allosteric activators of human choline transporter CHT; CHT-expressing cells, membrane potential dye, choline EC20; hits give high values; LV-AA mutant CHT in HEK293 cells; B-score at 10 µM; actives 0.49% (n = 310,000);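 active = initial fluorescence not abnormally high and integrated response B-score, plate-corrected, over 3 SD above library mean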
# Target sequence (Q9GZV3 whole entry, looked up): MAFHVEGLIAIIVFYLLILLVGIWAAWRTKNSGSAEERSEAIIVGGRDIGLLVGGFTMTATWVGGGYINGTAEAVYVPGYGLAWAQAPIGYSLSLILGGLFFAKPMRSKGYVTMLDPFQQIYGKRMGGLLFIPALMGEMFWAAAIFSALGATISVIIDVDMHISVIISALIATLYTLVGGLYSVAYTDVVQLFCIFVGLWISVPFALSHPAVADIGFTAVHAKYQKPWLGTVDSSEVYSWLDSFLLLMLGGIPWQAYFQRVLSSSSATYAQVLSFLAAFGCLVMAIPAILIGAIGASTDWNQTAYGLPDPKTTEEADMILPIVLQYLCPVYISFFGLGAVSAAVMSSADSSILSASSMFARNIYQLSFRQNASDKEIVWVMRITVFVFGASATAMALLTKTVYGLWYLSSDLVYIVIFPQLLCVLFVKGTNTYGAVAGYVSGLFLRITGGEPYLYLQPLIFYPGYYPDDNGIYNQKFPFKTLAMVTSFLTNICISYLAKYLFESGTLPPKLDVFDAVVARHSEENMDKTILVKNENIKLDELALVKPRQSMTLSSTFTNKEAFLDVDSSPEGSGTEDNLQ
# OX1R antag: antagonists of human orexin 1 receptor. O43613. CHO/OX1R cells, Fluo-8 calcium fluorescence, orexin A. inhibition, % at 5 µM. actives 0.43% (n = 330,000). AID 434989;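 active = inhibition above its plate's threshold, mean inhibition of all tested compounds on the plate plus 3 SD, cut at about 37% in these data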;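 also: 0% = orexin A challenge wells and 100% = SB-334867-A antagonist wells; not every result past the cut was called active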
# Target sequence (O43613 whole entry, looked up): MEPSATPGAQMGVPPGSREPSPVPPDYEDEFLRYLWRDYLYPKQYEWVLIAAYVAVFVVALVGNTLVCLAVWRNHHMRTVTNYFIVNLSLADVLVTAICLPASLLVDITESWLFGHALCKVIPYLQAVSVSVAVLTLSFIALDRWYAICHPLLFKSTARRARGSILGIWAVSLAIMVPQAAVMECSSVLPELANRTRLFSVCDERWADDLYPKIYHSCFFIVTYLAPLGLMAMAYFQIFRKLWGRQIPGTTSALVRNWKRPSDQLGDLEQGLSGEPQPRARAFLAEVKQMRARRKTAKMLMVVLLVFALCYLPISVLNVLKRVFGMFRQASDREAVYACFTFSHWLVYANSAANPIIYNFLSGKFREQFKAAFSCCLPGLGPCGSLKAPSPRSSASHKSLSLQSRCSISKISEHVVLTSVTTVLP
# An asterisk follows results filed as active; i = inactive; . = not tested or not shown.
SMILES,CHT PAM,OX1R antag
CCN(CC)c1ccc(NC(=O)CSC(=O)c2ccccc2)cc1,.,-7.4
CC(C)(NC(=O)c1ccccc1)c1nc2ccccc2s1,i,-18.5
C=CCNc1nc(Nc2ccc([N+](=O)[O-])cc2)nc(OC)n1,i,-18.5
Cc1ccnc2c(N3C(=O)C4C5C=CC(C5)C4C3=O)cccc12 (configuration not stated),i,-14.0
O=[N+]([O-])c1ccc(Cc2cncc(O)c2)cc1,i,.
O=C(COC(=O)/C=C/c1cccc(Cl)c1)NCCC1=CCCCC1,i,-30.7
CCCNC(=O)C(Cc1ccc(C(F)(F)P(=O)(OCC)OCC)cc1)NC(=O)c1ccc(C#N)cc1 (configuration not stated),.,-24.1
COC(=O)c1cc(CSC(=N)N)ccc1OCCC(C)C,i,-30.1
COc1ccc(C(=O)NCCC2=CCCCC2)cc1OC,i,-12.8
O=C(NCC(c1cccs1)N1CCOCC1)c1ccc(Cl)s1 (configuration not stated),i,-5.9
Cc1ccc(COC(=O)NCc2cccnc2)cc1,i,-15.3
COc1ccc(NC(=O)CSc2nc3[nH]c(=O)cc(O)c3s2)c(OC)c1,.,-2.2
COc1ccc(S(=O)(=O)N2CCCCCC2)cc1C(=O)Nc1cccc(C)n1,i,-28.7
Cc1ccc(NC(=O)c2ccccc2)cc1,i,-29.0
C=CCOC(=O)/C=C/C(=O)NC(N)=O,i,-8.7
COc1ccc(-c2c(C#Cc3ccsc3)c3cc(-c4cccc5[nH]ccc45)ccc3n2C)cc1,.,5.1
Cc1cccc(NC(=O)CSc2nnc(C)c(=O)n2N)c1C,i,-11.1
CC(C)c1nc(-c2ccc([N+](=O)[O-])cc2)cs1,i,1.6
CC(C)CCn1c(N2CCC(C(N)=O)CC2)nc2c1c(=O)[nH]c(=O)n2C,i,1.4
C/C(=N\N=C(c1ccccc1)c1ccccc1)c1ccco1,i,-18.0
OCCOCCn1c(-c2ccccc2)nc(=S)c2c1CCCC2,6.41*,-20.7
COC(=O)c1ccc(C(c2c(N)n(Cc3ccccc3)c(=O)n(C)c2=O)N2CCOCC2)cc1 (configuration not stated),i,-20.1
O=C(CCNS(=O)(=O)c1ccccc1F)OCc1ccccc1Cl,.,-14.7
COc1ccc(S(=O)(=O)N2CCOCC2)cc1NC(=O)CSc1ncccn1,.,-18.1
O=C1Nc2cc(Cl)cnc2N2CCCC12 (configuration not stated),i,-21.8

# Next part:
SMILES,CHT PAM,OX1R antag
CCc1ccc(OCC(=O)NNC(=O)c2ccc(NC(=O)C3CC3)cc2)cc1,i,-5.2
O=C1C=C(c2ccc(F)cc2OCc2ccccc2)C[C@@H](c2ccc(Cl)cc2)C1,.,-18.2
CN(C(=O)Cn1nnc(-c2ccccc2)n1)C1CCS(=O)(=O)C1 (configuration not stated),i,-19.8
CC(=O)Nc1ccc(S(=O)(=O)NCCN2CCOCC2)cc1,i,0.0
CC(=O)c1cccc(N(CC(=O)N2CCCCC2)S(C)(=O)=O)c1,i,-2.5
Nc1nc(CSC(=S)N2CCOCC2)nc(Nc2ccccc2)n1,i,17.1
CC1(c2ccccc2)NC(=O)N(CC(=O)NC(=O)NC2CCCC2)C1=O (configuration not stated),i,-15.0
Cc1ccc(S(=O)(=O)N(C)/C(=N/S(=O)(=O)c2ccccc2)c2ccccc2)cc1,i,-12.1
CCN(CC)S(=O)(=O)c1ccc(Cl)c(C(=O)Oc2cccc(-c3cnc4ccccc4n3)c2)c1,i,-25.6
Cc1cc(C)nc(NC(=O)C(c2ccccc2)c2ccccc2)n1,i,-14.4
Cc1ccc(S(=O)(=O)N(C)C)cc1NC(=O)CN1CCN(Cc2ccccc2)CC1,i,-32.7
Cc1ccc(OCCC(=O)OCC(=O)NCCc2ccccc2)cc1,i,-13.8
O=C(NCCN1CCN(S(=O)(=O)c2ccc([N+](=O)[O-])cc2)CC1)C(=O)Nc1ccccc1,i,-10.5
O=C(c1ccc(CN2CCc3ccccc3C2)cc1)N1CCN(c2ccccc2)CC1,i,-19.3
COc1ccc(CC(=O)OC(C)C(=O)Nc2ccc(Cl)cn2)cc1 (configuration not stated),.,-32.7
CC1CCCC/C1=N\NC(=S)Nc1ccccc1 (configuration not stated),i,-14.8
Cc1cccc(Sc2ccc([N+](=O)[O-])cn2)c1,i,-10.9
CC(Sc1nc(-c2ccccc2)cs1)C(=O)Nc1ccc(Cl)cn1 (configuration not stated),i,-43.1
COc1cc(C)ccc1OCc1cc(C(=O)NCCN2CCOCC2)no1,i,-15.3
CCN(c1ccccc1)S(=O)(=O)c1ccc(C(=O)NCCCn2ccnc2)cc1,i,-13.9
CC(C)S(=O)(=O)c1csc(NC(=O)Nc2ccc(Cl)cc2)c1Cl,i,9.5
COc1ccccc1NCCC(=O)OCC(=O)NC1CCCC(C)C1C (configuration not stated),i,-32.5
CCCCNC(=O)c1ccccc1NC(=O)CCC,i,-8.4
Cc1nc2c(ncn2-c2ccccc2)c(=O)n1NC(=O)CN1CCCC1,i,-19.5
CC(=O)N1CCC(O)(c2ccc3c(c2)OCO3)CC1,i,-14.1

# Arranged by molar mass (ascending): part of the list above
SMILES,CHT PAM,OX1R antag
COc1ccc(CC(=O)OC(C)C(=O)Nc2ccc(Cl)cn2)cc1 (configuration not stated),.,-32.7
O=C1C=C(c2ccc(F)cc2OCc2ccccc2)C[C@@H](c2ccc(Cl)cc2)C1,.,-18.2
O=C(c1ccc(CN2CCc3ccccc3C2)cc1)N1CCN(c2ccccc2)CC1,i,-19.3

# Next part.
SMILES,CHT PAM,OX1R antag
C=C1CCN([C@@H](CC(C)C)C(=O)N2CCOCC2)S(=O)(=O)c2ccccc21,i,-5.9
CCCCn1c(N)c(N(CC(C)C)C(=O)c2cccc(S(=O)(=O)N3CCN(C)CC3)c2)c(=O)[nH]c1=O,i,-22.9
CCOC(=O)c1c(C)[nH]c(C)c1C(=O)CN1C(=O)NC2(CCCCCC2)C1=O,.,-8.0
CC(C)Cc1nnc(NC(=O)CCC(=O)N2CCN(c3ccccn3)CC2)s1,i,-26.9
O=C1c2ccccc2CCC12N=NCC2c1ccc(Br)cc1 (configuration not stated),i,-24.8
COc1ccc(/C(N)=N/OC(=O)CCCc2ccccc2)cc1,i,-13.1
CCCCn1c(N)c(N(CCOC)C(=O)COC(=O)COc2cc(C)ccc2Cl)c(=O)[nH]c1=O,i,-0.8
COc1ccc(NC(=O)c2ccccc2-c2ccccc2C(=O)O)cc1,i,-3.0
CCC(C)(C)NC(=O)CN(Cc1cccs1)C(=O)CNS(=O)(=O)c1ccc(F)cc1,i,-3.5
COc1ccccc1NC(=O)Nc1nnc(-c2ccco2)s1,i,17.3
COc1ccc(-n2cc(CNCc3cccnc3)c(-c3cccc(F)c3)n2)cc1,i,-22.1
CCCCN(C(=O)NC(=O)Nc1cc(C)ccc1C)S(C)(=O)=O,i,-11.4
Cc1ccc(NS(C)(=O)=O)c(C(=O)c2ccccc2)c1,i,-12.6
CN(C)c1cc(O)c(C(=S)Nc2ccccc2)c(N(C)C)c1,i,-24.1
Cc1c(NC(=O)c2cc(=O)[nH]c(=O)[nH]2)c(=O)n(-c2ccccc2)n1C,i,-13.8
COc1ccc(NC(=O)c2cc(-c3ccccc3OC)on2)cc1,i,-0.6
COc1cc(C)nc(NC(=S)N(C)C(=O)c2ccccc2)n1,i,-31.9
N#Cc1ccc(COC(=O)c2ccc(N3CCCC3)c([N+](=O)[O-])c2)cc1,i,-15.1
Cc1cc(C)n2nc3nc(N4CCCC4)nc(-c4ccccc4)c3c2n1,i,-7.2
O=C1C(c2ccc(F)cc2)N(Cc2ccc3c(c2)OCO3)C(=O)CN1C1CCCC1 (configuration not stated),i,-23.1
CC(C)N1CCN(C(=O)c2ccc([N+](=O)[O-])cc2)CC1,i,-2.6
CCC(C)NC(=O)c1cc2c(=O)n3ccccc3nc2s1 (configuration not stated),i,-23.9
CCC(CC)C(=O)c1c[nH]c(C(=O)NCc2ccccc2)c1,i,-18.0
CC(C)C(=O)Nc1nnc(SCC(=O)N2c3ccccc3CC2C)s1 (configuration not stated),i,-21.3
Oc1c(Cl)cc(Cl)cc1CNn1cnnc1,i,-11.8

# Next entries follow:
SMILES,CHT PAM,OX1R antag
Cc1ccc(S(=O)(=O)Nc2nc(C)cc(-n3nc(C)cc3C)n2)cc1,i,8.6
CCOc1cc(N2CCOCC2)c(OCC)cc1NC(=O)c1ccc(OC)c(S(=O)(=O)N2CCOCC2)c1,.,-13.2
O=S(=O)(Nc1cccc(-c2ccc3nncn3n2)c1)c1cccs1,i,-13.6
CCOC(=O)c1ccc(NC(=O)Cn2nnc(-c3ccc(F)cc3)n2)cc1,i,-7.9
Cc1ccc(CNC(=O)CCS(=O)(=O)c2cc(Br)cc3c2N(C(=O)C2CC2)CC3)o1,i,-8.5
CCC(c1nnnn1Cc1ccccc1)N(Cc1cc2cc(OC)ccc2[nH]c1=O)CC1CCCO1 (configuration not stated),i,-33.4
O=C(c1ccccc1Br)N1CCC(c2nc3ccccc3s2)CC1,i,-19.5
COc1ccccc1N(CC(=O)N/N=C/c1ccccc1C(=O)O)S(C)(=O)=O,i,3.4
COc1ccc(/C=N/NC(=O)c2cc(-c3cccn3C)n[nH]2)cc1OC,i,-10.2
O=C(CN1CCN(S(=O)(=O)c2ccccc2)CC1)Nc1ccccc1Cl,i,-16.6
COc1ccccc1C(C(=O)NC1CCCC1)N(C(=O)c1csnn1)C1CC1 (configuration not stated),i,-28.1
CN(C)c1ccc(/C=N/NC(=O)c2sccc2-n2cccc2)cc1,i,-4.2
Cc1ccc(NC2CCCN(C(=O)c3cc(C(C)C)[nH]n3)C2)cc1C (configuration not stated),i,.
CCOc1ccccc1NC1=CC(=O)CC(c2ccccc2)C1 (configuration not stated),i,-37.8
CC(C)C(C(=O)NCc1ccco1)N(CC1CCCO1)C(=O)CNS(=O)(=O)c1ccc(F)cc1 (configuration not stated),i,-33.5
O=C1N[C@H](Cc2ccccc2)COC(=O)[C@@H](Cc2ccc(F)cc2)CC/C=C/C[C@H]1CC(=O)N(CCO)Cc1ccccc1,.,-6.8
O=C(Nc1cnn(Cc2ccc(F)cc2)c1)c1noc2c1CCCC2,i,-23.6
Cc1cc(OCCN2CCCCC2)nc2ccccc12,i,-11.5
CC(c1ccccc1)N1C(=O)c2ccc(C(=O)NCc3cccnc3)cc2C1=O (configuration not stated),i,-9.0
COc1ccccc1CCN1CCCC(CN(C)C(=O)c2ccoc2)C1 (configuration not stated),i,-7.8
O=C(CN1C(=O)C2CCCCC2C1=O)Nc1ccc(OC(F)F)c(Cl)c1 (configuration not stated),.,4.9
Cc1ccc(/C=N/OC(=O)c2nn(C)cc2Cl)cc1,i,-16.3
Cc1cccc(OCCC(=O)Nc2cc(S(=O)(=O)N3CCCCC3)ccc2N2CCOCC2)c1,i,-24.5
COc1ccc(NC(=O)N(Cc2cccs2)Cc2cc3cc4c(cc3[nH]c2=O)OCO4)cc1,i,-13.0
COc1ccc(CNC(=O)C(c2ccc(C)o2)N(Cc2cccs2)C(=O)Cc2cccs2)cc1 (configuration not stated),i,46.3*

# Retrieved one by one from the list above:
SMILES,CHT PAM,OX1R antag
COc1ccc(/C(N)=N/OC(=O)CCCc2ccccc2)cc1,i,-13.1
Cc1ccc(S(=O)(=O)N(C)C)cc1NC(=O)CN1CCN(Cc2ccccc2)CC1,i,-32.7
COc1ccc(S(=O)(=O)N2CCCCCC2)cc1C(=O)Nc1cccc(C)n1,i,-28.7
CCOC(=O)c1ccc(NC(=O)Cn2nnc(-c3ccc(F)cc3)n2)cc1,i,-7.9

# (further entries)
SMILES,CHT PAM,OX1R antag
Cc1ncc([N+](=O)[O-])n1CC(=O)NC(C)(C)C,i,9.3
O=C(NCc1cccnc1)c1nc(-c2ccc(C(F)(F)F)cc2)no1,i,1.4
COc1ccc(NC(=O)C2CCCN2C(=O)OC(C)(C)C)cc1 (configuration not stated),i,-14.2
COc1ccccc1C(=O)N1CCN(c2cccc(C(F)(F)F)c2)CC1,i,-22.6
CCN(CC)C(=O)c1ccc(Cn2cc([N+](=O)[O-])cn2)o1,i,-25.1
Cc1cc(NS(=O)(=O)c2ccc(NC(=O)COc3ccc(Cl)cc3)cc2)no1,i,-12.6
CCCCn1c(N)c(N(CCOC)C(=O)C2CCN(S(=O)(=O)c3ccc(F)cc3)CC2)c(=O)[nH]c1=O,i,-3.4
Cc1ccc(NC(=S)N2CCCC(c3ccccc3)=N2)cc1,i,-22.4
COc1cc(C2NC(=S)NC(C)=C2C(=O)OC(C)C)ccc1OC(C)C (configuration not stated),i,-13.8
CCN1CCCC1CNC(=O)c1ccc(Sc2ccc(F)cc2)c([N+](=O)[O-])c1 (configuration not stated),i,-12.7
COc1cc2c(cc1OC)CN(c1nc(CN3CCCCC3)nc3sc4c(c13)CCCC4)CC2,i,-35.5
COc1ccc(CC(=O)Nc2sccc2C#N)cc1S(=O)(=O)N1CCOCC1,i,-17.8
Cc1cc(C(=O)O)c(CSCc2cc(C(=O)O)oc2C)o1,i,10.4
Cc1cc(C)c2c(=O)cc(C(F)F)oc2c1,i,4.8
Cc1ccc(S(=O)(=O)c2nc(-c3ccc(F)cc3)oc2SCC(=O)NCC2CCCO2)cc1 (configuration not stated),i,-19.6
CCc1ccccc1Nc1nn2c(=O)c3ccc(C(=O)NCc4ccccn4)cc3nc2s1,i,-18.3
CCCOc1ccc(N2C(=O)CC(N(C(=O)c3ccco3)c3ccc(OCCC)cc3)C2=O)cc1 (configuration not stated),i,-36.7

# Full records, quoted from the list. Screens in order: CHT PAM | OX1R antag
# CCOc1cc(N2CCOCC2)c(OCC)cc1NC(=O)c1ccc(OC)c(S(=O)(=O)N2CCOCC2)c1 is listed with . | -13.2
# COc1ccc(NC(=O)C2CCCN2C(=O)OC(C)(C)C)cc1 (configuration not stated) is listed with i | -14.2

# 3 entries already listed, sorted by their value in OX1R antag, rising.
molecule	OX1R antag
COc1cc(C)nc(NC(=S)N(C)C(=O)c2ccccc2)n1	-31.9
COC(=O)c1ccc(C(c2c(N)n(Cc3ccccc3)c(=O)n(C)c2=O)N2CCOCC2)cc1 (configuration not stated)	-20.1
CCOC(=O)c1c(C)[nH]c(C)c1C(=O)CN1C(=O)NC2(CCCCCC2)C1=O	-8.0

# Compound activity: PubChem BioAssay, several laboratories
